RXFP1 antag: RXFP1 (human) relaxin receptor antagonism | Q9HBX9 | HEK293-RXFP1, relaxin-stimulated cAMP HTRF, 30 min; active compounds read low | activity change, negative = inhibition, % at 57.5 µM | 350,000 tested, 0.59% active;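 active = activity change of -60% or lower, but not beyond a set lower limit; inconclusive = change between -60% and -40%, or beyond the set limit; inactive = change above -40%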; also: % is scaled to controls: 0 for no effect and ±100 for the full control effect
D2 ag: agonists of human D2 dopamine receptor | HEK293 T-REx D2 cells, calcium flux agonist mode | activation, % at 2 µM | 340,000 tested, 0.53% active;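 active = activation over 3 SD above normal in the single-dose calcium agonist read, cut at about 30% in these data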; also: 0% is about no effect
Target sequence (P14416 whole entry, looked up): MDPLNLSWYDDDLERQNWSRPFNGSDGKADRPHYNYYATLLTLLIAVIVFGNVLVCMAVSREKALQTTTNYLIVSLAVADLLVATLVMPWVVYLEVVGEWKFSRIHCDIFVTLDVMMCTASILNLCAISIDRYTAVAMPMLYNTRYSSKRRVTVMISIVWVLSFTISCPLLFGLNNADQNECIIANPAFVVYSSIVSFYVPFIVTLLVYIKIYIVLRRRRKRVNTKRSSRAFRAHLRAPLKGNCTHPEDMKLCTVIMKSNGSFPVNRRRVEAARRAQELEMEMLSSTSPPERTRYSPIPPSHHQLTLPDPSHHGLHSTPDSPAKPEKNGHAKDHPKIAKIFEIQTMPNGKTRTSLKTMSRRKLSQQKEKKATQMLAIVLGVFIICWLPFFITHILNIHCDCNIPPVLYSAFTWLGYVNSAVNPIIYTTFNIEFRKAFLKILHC
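Calcium-flux readout, 1 cycle/sec over 180 s following compound pin transfer, in inducible HEK293 Trex D2 cells (force-coupled); dopamine controls included. Positive calcium responses during this window marked compounds as potential agonists.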
TRHR ag: TRH receptor (human) agonism; 360,000 tested, 0.18% active; TRHR cells, calcium flux fluo-8, FDSS agonist mode; activation, % at 2 µM; AID 493084; also: 0% is about no effect
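TRHR-expressing cells, plated overnight in medium with 10% serum, were loaded with fluo-8 calcium dye at room temperature. After a 10 s baseline, library compound was pin-added and calcium release was recorded kinetically (ex 480/em 530) as agonist response.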
D2 antagonist: antagonizes the human D2 dopamine receptor. HEK293 TREx D2 cells, calcium flux, dopamine EC80. inhibition, % at 10 µM. AID 485344. P14416. 340,000 tested, 2% active; in the data active = inhibition above about 30%; also: 0% is about no effect
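Tetracycline-induced HEK293 T-REx cells expressing D2 force-coupled to calcium signalling were dye-loaded, exposed to compound for 180 s, then challenged with an EC80 of dopamine; calcium flux was followed kinetically for a further 180 s.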
TRHR enhancer: TRH receptor (human) allosteric enhancement | TRHR cells, fluo-8 calcium fluorescence, EC20 TRH enhancement | P34981 | 360,000 tested, 0.66% active | AID 493056 | enhancement, % at 2 µM; in the data active = enhancement above about 30%; also: 0% is about no effect
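TRHR-expressing cells loaded with fluo-8 calcium dye were read kinetically (ex 480/em 530) during compound addition, then stimulated with an EC20 of TRH (10 nM final). Enhancement of the Gq-mediated intracellular calcium response was scored.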
D1 ag: activates the human D1 dopamine receptor. P21728. HEK293 T-REx D1 cells, calcium flux, agonist mode. activation, % at 2 µM. 360,000 tested, 1% active; also: 0% is about no effect
Target sequence (P21728 whole entry, looked up): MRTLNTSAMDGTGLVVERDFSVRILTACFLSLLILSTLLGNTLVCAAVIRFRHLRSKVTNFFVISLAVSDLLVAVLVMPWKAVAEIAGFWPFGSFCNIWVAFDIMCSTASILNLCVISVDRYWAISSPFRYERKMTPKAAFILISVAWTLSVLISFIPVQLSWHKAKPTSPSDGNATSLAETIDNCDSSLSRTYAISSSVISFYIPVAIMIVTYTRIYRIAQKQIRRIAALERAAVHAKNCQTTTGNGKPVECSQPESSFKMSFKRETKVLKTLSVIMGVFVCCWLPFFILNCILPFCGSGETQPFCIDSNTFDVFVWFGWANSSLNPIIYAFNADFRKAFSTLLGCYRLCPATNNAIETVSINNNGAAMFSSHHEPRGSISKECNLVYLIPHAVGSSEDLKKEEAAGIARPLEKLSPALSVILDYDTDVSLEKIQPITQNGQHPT
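Tetracycline-induced HEK293 TREx D1 cells, force-coupled to calcium signalling, were dye-loaded with a no-wash calcium kit. Compound was pin-added after a 10 s baseline. Fluorescence was read kinetically at 1 cycle/s for 180 s, with calcium rises flagged as agonism.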
D2 PAM: positive allosteric modulators of human D2 dopamine receptor. 340,000 tested, 0.34% active. potentiation, % at 10 µM. AID 485347. HEK293 T-REx D2, calcium flux, EC20 dopamine potentiation;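 active = potentiation over 3 SD above the plate norm, cut at about 30% in these data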; also: 0% is about no effect
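Cells plated with tetracycline inducer and held overnight at 30 C; calcium dye loaded 30–90 min at room temperature; baseline taken, compound added and read 180 s; EC20 dopamine then added and read 180 s.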
D1 antag: blocks dopamine activation of the human D1 receptor | P21728 | HEK293 TREx D1 cells, calcium flux, dopamine EC80; active compounds read low | 360,000 tested, 3.2% active | AID 504652 | activity change, negative = inhibition, % at 10 µM; in the data active = activity change below about -30%; also: % is scaled to controls: 0 for no effect and ±100 for the full control effect
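Tetracycline-induced HEK293 T-REx cells with force-coupled D1 receptor were loaded with a no-wash calcium dye. Compound was added after a 10 s baseline and read kinetically for 180 s; EC80 dopamine was then added and calcium flux followed another 180 s.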
D1 PAM: enhances dopamine response at the human D1 receptor | potentiation, % at 10 µM | HEK293 TREx D1 cells, calcium flux, dopamine EC20 potentiation | 360,000 tested, 0.036% active | AID 504651 | P21728; in the data active = potentiation above about 30%; also: 0% is about no effect
An asterisk follows results filed as active; ? = inconclusive; / = not tested or not shown; & = joins results of further samples. Rule as the data show it, unless noted: active = activation above about 30%; inactive = the rest.

SMILES	RXFP1 antag	D2 ag	TRHR ag	D2 antagonist	TRHR enhancer	D1 ag	D2 PAM	D1 antag	D1 PAM
Cc1c(Cl)cccc1NC(=O)CCCN1C(=O)CCC1=O	3	-0.1	0.3	-4	0	2	14	-12	-4
CC(=O)NC(=S)Nc1ccccc1N1CCN(C(=O)c2ccccc2)CC1	-23	1.0	2.0	-5	-11	-1	0	/	-8
CC1CCCC(C)N1C(=O)Cn1c(SCC(=O)Nc2ccc3c(c2)OCO3)nc2ccccc21 (stereo unspecified)	-13	0.1	-1.4	0	-16	1	-8	-10	-2
CCOc1ccccc1N(CC)C(=O)c1cc2ccc3cccnc3c2[nH]1	?	0.0	2.8	/	-2	9	3	16	-4
CSc1ccc(C#N)cc1NC(=O)c1ccccc1	14	1.4	0.9	-17	2	4	10	-8	-1
O=C(Nc1nnc(CCN2CCCCC2)s1)c1ccccc1	-18	-0.5	0.9	-5	1	3	/	3	-3
C[N+]1(C)CC2([N+](=O)[O-])CC=C(Oc3ccccc3)C([N+](=O)[O-])(C2)C1 (stereo unspecified)	-3	2.2	0.2	12	1	1	7	-3	3
COc1ccc(/C=C2\CCCC3C2=NN(C(=O)CSc2ncn[nH]2)C3c2ccc(OC)cc2)cc1 (stereo unspecified)	-26	-0.3	0.5	5	-1	3	-16	26	1
NNC(=O)c1cccc(COCC(F)(F)C(F)F)c1	0	-0.5	0.1	12	-1	4	5	-11	-2
CCOc1ccc(N(CC)S(=O)(=O)N2CCCC(C(=O)Nc3ccc(OC)c(Cl)c3)C2)cc1 (stereo unspecified)	-16	0.7	0.3	/	-6	1	3	4	1
Cc1cccc2cc(CN(Cc3ccco3)C(=O)N3CCCC3)c(=O)[nH]c12	/	-0.7	-0.6	-16	-4	-2	2	10	-2
N#CC(C#N)=C(N)/C(C#N)=C/c1cc(O)c(O)c(O)c1	/	/	15	/	3	30*	/	-20	2
COc1cc2c(cc1OC)CN(S(=O)(=O)c1ccccc1F)CC2	1	-1.5	-0.6	-24	-1	1	9	6	-4
O=C(CCN1C(=O)c2ccccc2C1=O)Nc1sc2c(c1C(=O)NCc1ccco1)CCCC2	-1	0.0	-0.2	-10	8	2	19	-8	-2
CCNC(=O)C1CCN(c2nnc(C)c3c(C)n(-c4ccc(OC)cc4)nc23)CC1	-21	3.1	-1.0	/	-1	4	4	-2	0
CCCCNC(=O)C1CCN(S(=O)(=O)c2c(C)noc2/C=C\c2ccc(OC)cc2)CC1	-2	-1.2	-0.7	40*	5	1	-18	-22	-4
Oc1ccc(CNc2ccccc2O)cc1	-6	0.3	0.9	1	-1	7	2	12	3
Cc1ccc(C(=O)Cn2nc(C(=O)O)c3ccccc3c2=O)cc1C	0	-0.8	-0.8	13	-22	2	10	-8	3
CCOc1ccc(C2/C(=C(\O)c3ccc4c(c3)OCCO4)C(=O)C(=O)N2CCCN2CCOCC2)cc1OC (stereo unspecified)	-2	0.8	0.0	3	-1	2	-3	-11	4
COc1ccc(-c2[nH]ncc2CN2CCSCC2)c(OC)c1	5	0.7	1.8	12	-2	1	5	4	-2
Cc1ccc(/C=C/C(=O)Nc2ccc(S(N)(=O)=O)cc2)o1	10&3	0.0&0.5	0.6&-0.4	-5	13&13	0&1	-3&-2	-2&0	-4&-6
O=C(COc1ccccc1/C=C1/NC(=O)NC1=O)Nc1ccccc1	-7	0.3	0.0	-6	-6	0	0	1	-3
C=CCn1c(=S)[nH]c2nc3c(cc2c1=O)CCCC3	19	2.7	0.1	-6	-7	8	6	2	0
Cc1cccc(N2C(=S)NC3c4cc(Cl)ccc4OC2(C)C3C(=O)N(C)C)c1 (stereo unspecified)	-18	1.1	0.2	3	0	0	24	7	1
Cc1cc(C)c(S(=O)(=O)Nc2ccccc2C(=O)OCC(=O)NCc2ccccc2)c(C)c1	4	0.3	0.9	5	-4	5	-2	2	3

(cont.)
SMILES	RXFP1 antag	D2 ag	TRHR ag	D2 antagonist	TRHR enhancer	D1 ag	D2 PAM	D1 antag	D1 PAM
CCOc1ccc(C(C(=O)NCC2CCCO2)N(Cc2ccccc2)C(=O)c2snc(C(N)=O)c2N)cc1 (stereo unspecified)	-3	0.1	-0.4	-9	-8	2	1	3	-2
COc1ccccc1NC(=O)C(C)OC(=O)c1nc2nc(C)cc(C)n2n1 (stereo unspecified)	-4	-0.7	0.0	18	-6	2	-2	5	2
CCOC(=O)C1CCN(C(=O)C2CCCN(c3ncnc4c3nc3n4CCCCC3)C2)CC1 (stereo unspecified)	5	-0.4	0.4	-36	-1	-1	5	5	-4
Cn1c(SCC(=O)NCc2ccccc2)ncc(C(=O)Nc2ccccc2)c1=O	2	3.0	0.5	0	-4	5	9	4	1
OC(c1nnc(-c2ccccc2)o1)c1cccs1 (stereo unspecified)	9	0.1	-0.1	3	3	7	7	20	8
CCNc1nc(Cl)nc(NCc2ccccc2)n1	-16	0.1	-1.0	-1	1	1	2	5	-3
OCCN(Cc1ccccc1)Cc1ccccc1Cl	-2	-0.3	-0.3	1	-4	2	-9	-10	-6
C=CCN(C(C)=O)C1CC(=O)N(c2ccc(OCCC)cc2)C1=O (stereo unspecified)	-3	-1.1	-1.7	-1	-6	0	-6	-2	2
CCn1cc(-c2cc(C(F)(F)F)n3nc(C(=O)O)cc3n2)c(C)n1	-2	12	9.5	11	-5	2	-11	0	6
COc1cc2c(cc1NC(=O)COC(=O)c1ccc(C(C)(C)C)cc1)oc1ccccc12	-11	-0.1	0.8	-4	-5	1	-6	6	2
COc1ccc(CC(=O)NCC(=O)NCc2cc(=O)n(C)c(=O)n2C)cc1	-4	-0.9	0.2	-8	0	0	-5	31	8
COC(=O)C1=C(O)/C(=C\c2ccc(OCC(=O)Nc3ccc(OC)cc3)cc2)N=C1C	-13	0.0	0.3	-2	-4	3	3	5	10
CCCN1Cc2cccc(C(=O)Nc3ccc(C(C)=O)cc3)c2C1=O	-2	0.9	0.8	/	-9	2	-8	2	1
CC(C)c1cc(N2CCN(C(=O)c3ccco3)CC2)n2c(nc3ccccc32)c1C#N	/	-0.2	-0.3	-2	-3	0	1	-33*	-3
Cc1cc(=O)oc2c(C)c(OCC(=O)NC3CC(C)(C)NC(C)(C)C3)ccc12	7	0.3	1.7	15	-11	-1	6	-16	1
O=C(Nc1ccccc1C(=O)N/N=C/c1ccco1)c1ccc(F)cc1	-7	1.4	-0.4	-9	2	0	1	-2	-2
CCCNC(=O)COc1coc(CN2CCN(c3ccccc3)CC2)cc1=O	-22	3.2	0.1	5	2	4	13	6	-3
O=c1[nH]c(=O)c2nnc(N/N=C\c3ccc(O)cc3)nc2[nH]1	-15	8.8	0.8	6	-3	5	-7	-27	-9
COc1ccc2nc(NC(=O)C3CCCN(S(=O)(=O)c4c(C)noc4C)C3)sc2c1 (stereo unspecified)	?	0.4	-0.5	-21	11	-2	-8	21	-1
CCCn1c(=O)c(C(=O)NNC(=O)c2ccc(Cl)cc2Cl)c(O)c2ccccc21	7	0.4	4.1	7	-1	41*	-3	-13	-6
Cc1c(Cl)cccc1N=C1SCCN1C(=O)CN1C(=O)NC2(CCCC2)C1=O	-30	1.5	1.4	0	4	7	-8	17	-4
CCCNC(=O)Cn1nc(C)n2c(cc3cc(F)ccc32)c1=O	0	1.0	-0.6	25	2	2	-4	1	-2
O=C(Cc1ccccc1)NC(Nc1cccc2ccccc12)C(Cl)(Cl)Cl (stereo unspecified)	-9	0.8	-0.4	2	-4	3	-1	-3	2
CCOCC(=O)Nc1ccc([N+](=O)[O-])cc1Cl	7	-0.3	2.5	12	-2	-1	0	0	-4
CN(c1ccccc1)S(=O)(=O)c1cc(C(=O)OCC(=O)N2CCN(C(=O)c3ccco3)CC2)ccc1Cl	-19	0.1	0.6	4	1	2	9	2	3

D2 antagonist, hit marks shown above
Structure | RXFP1 antag | TRHR ag | D2 antagonist | TRHR enhancer | D1 ag | D2 PAM | D1 antag | D1 PAM
CCCCNC(=O)C1CCN(S(=O)(=O)c2c(C)noc2/C=C\c2ccc(OC)cc2)CC1 | -2 | -0.7 | 40* | 5 | 1 | -18 | -22 | -4

The results go on.
SMILES	RXFP1 antag	D2 ag	TRHR ag	D2 antagonist	TRHR enhancer	D1 ag	D2 PAM	D1 antag	D1 PAM
O=C(CSc1nc2ccccc2c(=O)n1CCC(=O)N1CCCCC1)NCc1ccccc1	36	-0.3	-0.2	-22	5	0	11	4	-2
O=C1CC(c2nc3ccccc3n2CCCOc2ccccc2)CN1c1ccc(F)cc1 (stereo unspecified)	/	0.2	-0.9	/	-14	8	-8	-3	-2
Cc1cc(C)cc(NC(=S)NCC2CCN(C(C)c3ccccc3)C2)c1 (stereo unspecified)	-16	0.1	0.1	14	8	14	-38	-28	-4
Cc1ccc2nc(N(CCN(C)C)C(=O)c3ccc4c(c3)OCCO4)sc2c1	-17	/	0.3	/	-2	7	/	-12	-11
CSc1ccc(CNc2ncc(-c3ccccc3)n2C)cc1	-30	/	-0.1	/	0	7	-7	-9	-7
OC1(c2cccs2)CN(c2ccccc2)C2=[N+]1CCCC2 (stereo unspecified)	-4	0.4	0.7	-15	-4	9	1	12	5
C=CCc1cccc(/C=N/n2c(C)nnc2C)c1O	1	-0.2	1.6	7	-1	1	-5	-16	-14
CCCn1nnc(NC(=O)c2ccco2)n1	-15	-0.5	0.1	6	2	-2	-1	-7	-2
CC(=O)c1nc2ccccc2n1S(=O)(=O)c1ccc(C)cc1	12	-1.6	0.4	-2	-7	3	8	-6	7
Cc1ccc(S(=O)(=O)N(C(=O)c2ccncc2)c2ccc(OC(=O)c3ccncc3)cc2)cc1	-10	0.5	0.4	-26	0	3	5	4	-5
CCCc1cc(N2CCCC2)n2nc(C)c(-c3ccccc3)c2n1	0	0.5	-0.7	-18	5	3	6	13	2
CCC(=O)Nc1nc(-c2ccccc2)nc(SC)c1C(C)=O	-3	-0.5	-0.3	14	-8	0	-1	-1	-5
Clc1ccccc1CSc1nc2ccncc2[nH]1	6	-1.3	0.1	32*	-2	2	-2	9	/
CCCCNc1nnc(Cc2ccc(Cl)cc2)c(=O)[nH]1	4	0.2	0.1	-7	-23	1	-2	10	7
O=C(c1cccnc1Nc1ccc2c(c1)CCC2)N1CCOCC1	14	0.3	0.2	-6	-4	0	16	2	-4
O=C(CCc1ccccc1)NNC(=O)Nc1ccccc1	-23	-1.1	0.0	44*	0	3	-5	2	1

4 structures already listed, arranged by length of the SMILES, highest first:
SMILES	RXFP1 antag	D2 ag	TRHR ag	D2 antagonist	TRHR enhancer	D1 ag	D2 PAM	D1 antag	D1 PAM
CC(=O)c1nc2ccccc2n1S(=O)(=O)c1ccc(C)cc1	12	-1.6	0.4	-2	-7	3	8	-6	7
CCCCNc1nnc(Cc2ccc(Cl)cc2)c(=O)[nH]1	4	0.2	0.1	-7	-23	1	-2	10	7
O=C(CCc1ccccc1)NNC(=O)Nc1ccccc1	-23	-1.1	0.0	44*	0	3	-5	2	1
Clc1ccccc1CSc1nc2ccncc2[nH]1	6	-1.3	0.1	32*	-2	2	-2	9	/

Compound activity: PubChem, National Center for Advancing Translational Sciences (NCATS)
